# KB-3-1 cytotox: kills parental KB-3-1 adenocarcinoma cells; KB-3-1 viability, CellTiter-Glo ATP luminescence, 72 h; Potency, µM (doses to about 46.1 µM), for inactives: top-dose activity change, negative = cytotoxic, most hits filed as cytotoxic; 400,000 tested, 1.4% active; AID 1347075; note: potency is the fitted concentration of half-maximal effect; % is set by controls: 0 for no effect and ±100 for the full control effect; nearly all actives have a fitted effect of over 60% in size
#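 Parental KB-3-1 viability, qHTS format: 72 h compound exposure, 37 °C; CellTiter-Glo; media-only wells and DMSO plates as controls; concentration-effect fits on corrected data.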
# IL1B secr inh: inflammasome signaling inhibition, IL-1 beta readout | THP-1 LPS/ATP IL-1B secretion, AlphaLISA, 16 h; active compounds read low | activity change, % at 57.5 µM | 360,000 tested, 4.7% active; in the data active = activity change below about -50%; inconclusive = mostly about -30% to -49%; note: % is set by controls: 0 for no effect and ±100 for the full control effect
#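 Secreted IL-1B measured by AlphaLISA bead assay after 16 h compound exposure of THP-1 cells; compounds (final up to 57.5 uM) added 1 h before LPS (250 ng/mL) and ATP (1.25 mM) stimulation; lower signal means less secretion.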
# HT1080-NT tox: kills 2HG-producing HT-1080-NT fibrosarcoma cells. HT-1080-NT fibrosarcoma viability, CellTiter-Glo ATP luminescence, 48 h. Potency, µM (series often up to 46.1 µM), for inactives: top-dose activity, negative = less viability, usual class: cytotoxic. 360,000 tested, 1.6% active. AID 686970;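 note: NT is the 2HG producing partner of a matched IDH1 knockdown line; potency is the fitted concentration of half-maximal effect; 0% = DMSO-treated cells and -100% = media-only wells without cells; nearly all actives have a fitted effect of over 55% in size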
#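 Luminescent CellTiter-Glo readout after 48 hours of compound exposure at 37 degrees C defined viability of HT-1080-NT cells. Activity was normalized to DMSO wells and cell-free media wells; concentration-response curves were fitted and assigned curve classes.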
# KB-V1 cytotox: kills drug-selected multidrug resistant KB-V1 cells; KB-V1 MDR cells viability, CellTiter-Glo, 72 h; AID 1347076; 400,000 tested, 3.4% active; Potency, µM (highest dose often 46.1 µM), inactives show at the highest dose activity change, negative = cytotoxicity, hits mostly cytotoxic; note: potency is the fitted concentration of half-maximal effect; % is set by controls: 0 for no effect and ±100 for the full control effect; nearly all actives have a fitted effect of over 60% in size
#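 Readout: CellTiter-Glo luminescence, 10 min after addition. Cells: KB-V1 MDR subline, 72 h at 37 degrees C with compound. Analysis: corrected, normalized data fitted to concentration-effect curves.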
# MCF10A rerep: induces DNA re-replication in MCF 10a normal breast cells | MCF 10A DNA re-replication, Hoechst nuclear intensity, 48 h | Potency, µM (titrated, usually from 46.1 µM), for the others: at the top dose activity, positive = re-replication, usual class: activators | 350,000 tested, 2.9% active | AID 624296; note: potency is the fitted concentration of half-maximal effect; % of control where 0% means no effect; nearly all actives have a fitted effect of over 50% in size
# HT1080 IDH1KD tx: kills HT-1080 cells with IDH1 knockdown; Potency, µM (top dose mostly 46.1 µM), without a hit: top-dose activity, negative = toxicity, actives largely listed as cytotoxic; HT-1080 IDH1 knockdown viability, ATP luminescence, 48 h; 360,000 tested, 2% active;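 note: potency is the fitted concentration of half-maximal effect; 0% = DMSO wells and -100% = cell-free medium wells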
#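 CellTiter-Glo luminescence after 48 h compound exposure at 37 degrees C of IDH1-knockdown HT-1080 cells in 5% FBS RPMI. %Activity scaled between DMSO wells and cell-free media wells, with curves fitted and assigned curve classes.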
# ATXN viability: cell viability loss in ATXN counter-screen; S2 cells (HEK-293 line with an ATXN2-luciferase reporter) viability, CellTiter-Fluor protease fluorescence, 24 h; Potency, µM (highest dose often 56.7 µM), most hits filed as cytotoxic; AID 651635; 400,000 tested, 0.49% active; note: potency is the fitted concentration of half-maximal effect; nearly all actives have a fitted effect of over 40% in size
# SW480 rerep: induces DNA re-replication in SW480 colon adenocarcinoma cells; 340,000 tested, 1.8% active; Potency, µM (doses to about 46.1 µM), for inactives: top-dose re-replication activation, usual class: activators; AID 624297; SW480 DNA re-replication, Hoechst DNA content imaging, 48 h; note: potency is the fitted concentration of half-maximal effect; % of control where 0% means no effect; nearly all actives have a fitted effect of over 55% in size
#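 Compounds, transferred as 23 nL by pin tool, were incubated with cells for 48 hr; DNA content per nucleus was then quantified by Hoechst staining and fluorescence plate imaging.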
# ATXN2 expr inh: reduces ATXN2 reporter expression in HEK-293 cells; 360,000 tested, 0.72% active; HEK-293 ATXN2-luciferase reporter, luminescence, 24 h; Potency, µM (doses to about 57 µM), inactives show at the top dose activity change, negative = inhibition, usual class: inhibitors; AID 1745845; note: potency is the fitted concentration of half-maximal effect; % is set by controls: 0 for no effect and ±100 for the full control effect; nearly all actives have a fitted effect of over 55% in size
#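 ATXN2-luciferase reporter cells (luciferase flanked by upstream and downstream ATXN2 gene portions) were treated 24 h at 37 °C with compounds at up to 57 uM. SteadyGlo luminescence gave expression; GF-AFC fluorescence gave viability.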
# * = called active by the depositor; i = inactive; ? = inconclusive; · = no result given; [ ] = another dose, or the depositor's remark. Unless noted, calls come from the whole dose curve; as a rule, active = well fitted curve in the direction sought with a large enough effect; inconclusive = small, poorly fitted or top-dose-only effect, or another doubt; inactive = no such curve, though single readings can be large; an effect the other way counts as inactive or inconclusive.
SMILES,KB-3-1 cytotox,IL1B secr inh,HT1080-NT tox,KB-V1 cytotox,MCF10A rerep,HT1080 IDH1KD tx,ATXN viability,SW480 rerep,ATXN2 expr inh
O=C(C1CC1c1ccccc1)N1CCOCC1 (stereo unspecified),-2%,-1,-3%,2%,-1%,1%,i,1%,9%
COc1cc2nc(C3CC3)n(NC(=O)c3ccc(F)cc3)c(=O)c2cc1OC,-21%,0,4%,?,-1%,2%,i,-1%,1%
CC(=O)Oc1ccc(N(C(C)=O)S(=O)(=O)c2ccc3ccccc3c2)cc1,-9%,?,-23%,17%,-6%,2%,i,-10%,·
CCN(CC)C(=O)Cc1c(OC)ccc2cc(Br)ccc12,-10%,-18,-1%,-11%,22%,-1%,i,11%,0%
COc1ccc(CCn2nnnc2C(C(C)C)N2CCC(C(N)=O)CC2)cc1OC (stereo unspecified),-7%,35,0%,14%,4%,2%,i,-8%,-4%
CC(C)C(OC(=O)c1ccccc1)c1nccc2ccccc12 (stereo unspecified),-19%,-9,0%,-9%,9%,-8%,·,-12%,30%
CCOC(=O)c1c(NC(=O)c2ccn(CC)n2)sc2c1CCCC2,3%,-20,?,-11%,?,?,i,?,-1%
O=C(Nc1ccc(S(=O)(=O)N2CCOCC2)cc1)C1CCN(S(=O)(=O)c2ccc(Cl)cc2)CC1,?,-7,-17%,-6%,0%,-25%,i,-12%,-6%
COc1ccccc1/C=C/C(=O)Nc1ccc(S(=O)(=O)Nc2cc(C)on2)cc1,·,1,-1%,·,-5%,-2%,i,-5%,8%
O=c1oc2cc(OCc3ccc([N+](=O)[O-])cc3)ccc2c2c1CCCC2,-5%,-13,6%,2%,9%,2%,i,-13%,-18%
COC(=O)c1c(NC(=O)Cc2ccccc2)sc2c1CCN(C(C)C)C2,-1%,?,-15%,-5%,13%,-5%,?,1%,-28%
C=C(C)Cn1c(C)cc(C)c(S(=O)(=O)c2cccc(C)c2)c1=O,-5%,-16,2%,10%,2%,-1%,i,-16%,-20%[11.3 µM]
N=c1c2c3c(sc2nc2n1CCC2)CCCC3,11%,-5,-2%,?,0%,7%,i,-12%,-19%
COc1nc(=O)n(C2CCCO2)cc1C (stereo unspecified),12%,18,2%,-5%,2%,-5%,i,3%,1%
COc1ccc(C(=O)/C(C#N)=N/Nc2cccc([N+](=O)[O-])c2)cc1,?,-13,?,5.8µM*,?,23µM*,11µM*,?,·
CCn1nc(NC(=O)c2ccco2)c2cc3ccc(C)cc3nc21,0%,-5,?,-3%,8.9µM*,?,i,9.2µM*,22%
COC(=O)c1ccc(NCC(=O)Nc2cc(C)cc(C)c2)cc1,0%,-8,7%,-8%,-2%,3%,i,-5%,·
O=C(CCCCCN1C(=O)c2ccccc2C1=O)Nc1ccc2c(c1)OCCO2,-10%,-6,-10%,-10%,-21%,0%,i,-5%,2%
COc1cc(S(=O)(=O)n2ccnc2C(C)C)ccc1Br,0%,·,·,-2%,·,·,i,·,10%
CC1(C)CCN(Cc2ccccc2)C1CC#N (stereo unspecified),-5%,22,2%,11%,11%,-1%,i,-3%,0%
O=C(O)CCC(C(=O)O)n1c(O)c(C2=c3ccccc3=NC2=O)sc1=S (stereo unspecified),-19%,5,0%,5%,-7%,5%,?,-7%[9.22 µM],-2%
CCC(=O)Oc1ccc(C/C(=N\O)c2ccc(O)cc2O)o1,4%,-2,?,17%,15µM*,?,i,?,-9%
COc1ccc(N=Cc2cc3c(cc2O)OC(N)=C(C#N)C3c2ccccc2)cc1 (stereo unspecified),?,-9,?,-18%,?,?,i,?,?
CCN1CCN(CCCNC(=O)Cn2c(-c3cccs3)cc3ccccc32)CC1,3%,·,·,-3%,·,·,?,·,-8%
CCCCCc1c(-c2ccc(OC)cc2)ncn1CCc1ccccc1OC,?,-94*,21µM*,10µM*,·,16µM*,·,·,?
OCCN1CCN(c2ncnc3c2ncn3[C@H]2CN(Cc3cccnc3)C[C@@H](CO)O2)CC1,0%,21,11%,6%,·,8%,i,·,16%
CCc1nnc(NC(=O)c2cccc(C(=O)Nc3nnc(CC)s3)n2)s1,?,76,-1%,?,?,-13%,?,?,?
Fc1ccccc1/C=N/n1c(COc2ccccc2)n[nH]c1=S,-13%,18,2%,8%,-8%,-2%,i,0%,-3%
Cc1nnc(SCc2ccccn2)n(N)c1=O,1%,-7,-2%,-8%,-5%,11%,i,2%,-26%
CCc1c(C)nc2nc(SCc3ccccc3Cl)[nH]n2c1=O,1%,19,-25%,15%,16%,-25%,i,6%,-31%
CCCS(=O)(=O)NC(=O)C1(C)CCCN(C(=O)/C=C/c2ccccc2)C1 (stereo unspecified),0%,31,?,2%,·,30%,i,·,1%
C1CCCCCC(=NNc2nn[nH]n2)CCCCC1,4%,9,5%,0%,0%,11%,i,8%,-10%
O=C(N=C1SC2CS(=O)(=O)CC2N1c1cccc(F)c1)C1CC1 (stereo unspecified),5%,0,6%,19%,-6%,6%,i,-3%,·
N#Cc1cc(-c2ccccc2)nnc1Sc1ccc(Cl)cc1,12%,-14,1%,-9%,1%,4%,i,0%,1%
O=C(O)CCc1nc(-c2cccs2)no1,-1%,14,-5%,-1%,10%,1%,i,-6%,7%
Cc1c(C(=O)OCC(=O)NCc2ccc3c(c2)OCO3)cccc1[N+](=O)[O-],2%,12,18%,-1%,-1%,17%,i,0%,3%
CC1(CO)COC(c2ccccc2)=N1 (stereo unspecified),6%,-2,13%,6%,-1%,13%,i,16%,2%
COc1ccc2c(c1)[nH]c1c(=O)n(CC3CCCO3)cnc12 (stereo unspecified),2%,24,6%,21µM*,-5%,5%,i,1%,23%
O=C(NC1CCCC1)C1c2ccccc2C(=O)N1CCCN1CCOCC1 (stereo unspecified),1%,7,-7%,-3%,5%,7%,i,-3%,-1%
Cc1ccc(-n2c(=O)c3c(c4cc(C)ccc4n3C)n(CC(=O)Nc3ccc(F)cc3)c2=O)cc1,-1%,·,·,?,·,·,i,·,-9%

# Part of the list above, with values under each structure.
# Values run as follows: KB-3-1 cytotox | IL1B secr inh | HT1080-NT tox | KB-V1 cytotox | MCF10A rerep | HT1080 IDH1KD tx | ATXN viability | SW480 rerep | ATXN2 expr inh
> O=C(N=C1SC2CS(=O)(=O)CC2N1c1cccc(F)c1)C1CC1 (stereo unspecified)
→ 5% | 0 | 6% | 19% | -6% | 6% | i | -3% | ·
> CCc1nnc(NC(=O)c2cccc(C(=O)Nc3nnc(CC)s3)n2)s1
→ ? | 76 | -1% | ? | ? | -13% | ? | ? | ?
> CCN1CCN(CCCNC(=O)Cn2c(-c3cccs3)cc3ccccc32)CC1
→ 3% | · | · | -3% | · | · | ? | · | -8%

# (listing goes on)
SMILES,KB-3-1 cytotox,IL1B secr inh,HT1080-NT tox,KB-V1 cytotox,MCF10A rerep,HT1080 IDH1KD tx,ATXN viability,SW480 rerep,ATXN2 expr inh
O=[N+]([O-])c1ccc(CN2C=NS(=O)(=O)c3ccccc32)cc1,-1%,11,-4%,-4%,8%,-17%,i,4%,-14%
CC(C)c1ccc(C(=O)OCC(=O)c2c(N)n(C)c(=O)n(C)c2=O)cc1,·,-2,-7%,·,?,-6%,i,-8%,2%
COc1ccc(NC(=O)C2CCCN(C(=O)c3ccc(Cl)cc3)C2)cc1Cl (stereo unspecified),-12%,?,-3%,-4%,0%,-2%,i,3%,-35%
COc1ccc(S(=O)(=O)N(CC(=O)N/N=C/c2ccc(C(=O)O)cc2)Cc2ccccc2)cc1OC,-10%,8,9%,-1%,-27%,-3%,i,-33%[inhibitor],2%
CC1CC(OC(=O)c2ccccc2O)CC(C)(C)C1 (stereo unspecified),·,·,·,·,1%,·,i,-6%,0%
C=CCNC(=O)c1ccc(NC(=O)C2=CSCCO2)cc1,-29%,-8,-16%,-10%,-1%,-24%,i,-6%,·
Cc1ccc(-n2c(SCc3nnc4n3CCC4)nnc2-c2ccccc2)cc1,15%,6,-1%,12%,-3%,1%,i,2%,-8%
Cc1c(Cl)cnc(NC(=O)CSc2nncs2)c1Cl,1%,-6,15%,-2%,-2%,20%,i,-9%,2%
COC(=O)c1ccccc1NS(=O)(=O)c1ccc2c(c1)oc(=O)n2C,?,12,-1%,?,18%,-10%,i,1%,-8%
CC(C)(C)c1ccc(C(=O)Nc2nnc(C3=COCCO3)o2)cc1,?,-1,-3%,?,?,-20%,?,13%,-9%
Nc1c(C(=O)N/N=C/c2cccnc2)oc2nc(-c3ccco3)cc(-c3ccco3)c12,2%,-11,0%,2%,?,-10%,i,?,-18%
CCCCNc1oc(-c2ccc(OC)cc2)nc1S(=O)(=O)c1ccccc1,-20%,-1,-2%[9.24 µM],0%,-2%,-1%,i,1%,9%
CC1(C)CC(=O)C(C(c2ccc(F)cc2)C2C(=O)CC(C)(C)CC2=O)C(=O)C1,-1%,15,20%,-4%,0%,13%,i,2%,0%
O=C(c1ccco1)N1CCN(C(=O)c2ccccc2OCc2ccc(Cl)cc2)CC1,9%,-16,-4%,?,-3%,1%,i,-5%,1%
OCc1ccc(-c2cncc3nccn23)cc1,0%,-7,?,1%,·,6%,i,·,2%
O=S(=O)(Nc1nnc(C2CC2)s1)c1ccccc1,10%,17,6%,0%,0%,3%,i,-4%,·
CCN(CC(=O)Nc1c(F)cccc1F)C(=O)/C=C/c1ccc(Br)s1,-11%,-22,7%,?,3%,8%,i,-8%,-8%
O=C(CNC(=O)c1ccco1)OCC(=O)c1ccc([N+](=O)[O-])cc1,21%,-76*,6%,9%,3%,0%,i,-1%,-10%
CN1CCN(NC(=O)CN(C)S(=O)(=O)c2cc(Cl)ccc2Cl)CC1,0%,7,-2%,-2%,6%,0%,i,8%,-4%
Cc1ccc(C(=O)Cn2c3[n+](c4ccccc42)CC(O)CS3)cc1 (stereo unspecified),-4%,1,1%,29%,1%,7%,i,-19%,-12%

# Assay outcomes: PubChem BioAssay, National Center for Advancing Translational Sciences (NCATS)
